Assay outcomes from PubChem.
TNAP inh hiacc – TNAP (human) inhibition, high acceptor; P05186; purified TNAP, CDP-star luminescence, 1 M DEA; inhibition, % at 20 µM; 200,000 tested, 0.03% active; AID 1135;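 active = over 50% inhibition of tissue-nonspecific alkaline phosphatase at 20 µM in the single-dose screen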;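 note: plate controls were DMSO wells for no effect and EDTA-quenched wells as full inhibition for full effect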
Target sequence (P05186 whole entry, looked up): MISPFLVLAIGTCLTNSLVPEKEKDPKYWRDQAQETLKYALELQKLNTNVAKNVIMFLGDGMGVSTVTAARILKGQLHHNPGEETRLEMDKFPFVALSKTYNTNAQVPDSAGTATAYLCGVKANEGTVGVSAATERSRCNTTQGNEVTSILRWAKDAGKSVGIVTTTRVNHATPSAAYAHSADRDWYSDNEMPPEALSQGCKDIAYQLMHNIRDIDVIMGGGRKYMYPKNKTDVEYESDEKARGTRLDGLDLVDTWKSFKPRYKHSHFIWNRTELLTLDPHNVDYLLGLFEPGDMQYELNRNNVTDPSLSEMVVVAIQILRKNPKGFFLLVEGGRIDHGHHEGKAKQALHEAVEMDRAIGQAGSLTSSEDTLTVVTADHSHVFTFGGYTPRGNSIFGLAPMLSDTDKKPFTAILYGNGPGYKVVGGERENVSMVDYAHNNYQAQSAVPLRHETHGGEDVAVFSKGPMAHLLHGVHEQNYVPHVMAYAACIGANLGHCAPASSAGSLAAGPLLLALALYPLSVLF
PMI activator – increases human mannose-6-phosphate isomerase activity; P34949; AID 1214; activation factor at 20 µM; purified human PMI, coupled resazurin fluorescence, 20 min; stronger effect = higher value; 1 = vehicle control, 0 substrate-free wells; 190,000 tested, 0.005% active;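 active = activation factor of 2 or more at 20 µM, relative to plate controls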
Target sequence (P34949 whole entry, looked up): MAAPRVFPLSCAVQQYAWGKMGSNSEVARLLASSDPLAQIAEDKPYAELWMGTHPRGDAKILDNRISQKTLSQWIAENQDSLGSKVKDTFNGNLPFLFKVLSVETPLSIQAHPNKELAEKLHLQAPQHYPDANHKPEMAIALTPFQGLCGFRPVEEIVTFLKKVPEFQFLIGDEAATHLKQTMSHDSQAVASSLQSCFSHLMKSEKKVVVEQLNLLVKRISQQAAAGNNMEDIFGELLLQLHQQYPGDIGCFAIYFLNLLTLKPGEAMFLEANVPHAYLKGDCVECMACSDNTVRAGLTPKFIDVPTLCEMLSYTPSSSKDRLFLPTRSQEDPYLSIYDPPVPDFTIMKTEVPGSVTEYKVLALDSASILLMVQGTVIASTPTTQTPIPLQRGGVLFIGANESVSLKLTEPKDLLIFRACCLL
HMGR II inh – E. faecalis class II HMG-CoA reductase inhibition | purified E. faecalis HMGR, NADPH absorbance 340 nm kinetic | inhibition, % at 10 µM | 190,000 tested, 0.41% active | AID 1066;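 active = inhibition above a set limit, the median over all tested compounds plus 3 SD, cut at about 9.5% in these data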;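 note: enzyme runs in reverse so mevalonate oxidation gives rising NADPH absorbance; 0% = complete reaction with DMSO and 100% = background rate lacking mevalonate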
TNAP inh no acc – blocks human TNAP activity with no phosphate acceptor present; P05186; 200,000 tested, 0.26% active; purified TNAP, CDP-star luminescence, 30 min; inhibition, % at 20 µM;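 active = tissue-nonspecific alkaline phosphatase inhibition above about 50% at 20 µM in the single-dose screen, limit read from the data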;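 note: 0% = DMSO negative control and 100% = EDTA positive control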
RAM inhibit – yeast RAM network inhibition; S. cerevisiae dse1pr::URA3 reporter, 5-FOA growth OD615, 2 d; analog-sensitive cbk1-as2 kinase mutant strain; inhibition, % at 50 µM; 190,000 tested, 1.8% active;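 active = inhibition above a set limit, 3 SD over mean compound inhibition, cut at about 8.4% in these data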;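 note: 0% = DMSO-only wells with no growth and 100% = 10 µM 1-NA-PP1 full growth; inhibition rescues growth on 5-FOA so higher OD means more RAM inhibition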
PMI act satM6P – increases human PMI activity with near-saturating mannose 6-phosphate. coupled PMI enzyme assay, resazurin fluorescence, 20 min; stronger effect = higher value; 1 = untreated enzyme, 0 = substrate-free blank. 190,000 tested, 0.34% active. P34949. activation factor at 20 µM;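 active = activation factor of 2 or more at 20 µM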
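Test system: Human PMI in coupled enzyme assay | Input: 15 ng/mL PMI | Medium: HEPES-buffered pH 7.4 with magnesium and detergent | Compound: One concentration, 20 µM, in 1% DMSO | Incubation: Enzyme reaction with compound 20 min at room temperature | Detection: Diaphorase-driven resazurin-to-resorufin fluorescence, excitation 544, emission 590 nm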
S1P3 antagonist – blocks the human S1P3 receptor; Q99500; CHO S1P3 NFAT-BLA reporter, FRET fluorescence, antagonist mode; inhibition, % at 4.98 µM; 170,000 tested, 0.27% active;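 active = inhibition above the plate cutoff, the mean inhibition of test wells on that plate plus 3 SD, cut at about 28% in these data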;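 note: cells challenged with S1P at its EC80 of 0.8 µM; blue over green emission ratio from cleaved BLA substrate after 4 h stimulation; 0% = S1P-stimulated wells and 100% = unstimulated DMSO-only wells; some compounds past the cut are filed as inactive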
Hsp70 act – transcriptional activators of Hsp70. activation, % at 10 µM. HeLa Hsp70 promoter luciferase reporter, luminescence; scaled: vehicle 0, proteasome-inhibitor control 100%. AID 1203. 200,000 tested, 0.04% active;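 active = activation above the mean across all tested compounds plus 3 SD, cutoff set per campaign, cut at about 5.5% in these data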;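 note: 100% = MG132 at 30 µM as the positive control and 0% = DMSO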
Redox H2O2 prof – compounds producing H2O2 with reducing agent – biochemical, NIH compound library profiling, artefact control for MLSCN library redox annotation, primary screen; DTT-dependent redox cycling H2O2, phenol red/HRP absorbance; 100% = 100 µM peroxide control, 0% = buffer; activation, % at 10 µM; 200,000 tested, 0.03% active; AID 878;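 active = activation of at least 50% relative to the plate's high and low controls in the primary single-dose screen; inactive = activation below 50%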;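 note: compound incubated with DTT at 0.8 mM final as the reducing agent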
L major viab – reduces viability of Leishmania major promastigotes; resazurin fluorescence viability; inhibition, % at 10 µM; 200,000 tested, 9% active; in the data active = inhibition above about 50%;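 note: promastigotes grown with compound for 44 hours at 28 °C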
The depositor's hits bear a star.

`CCCn1c(/C=N/Nc2nc3ccccc3[nH]2)nc2ccccc21` gave TNAP inh hiacc 10, PMI activator 0.9, HMGR II inh 0, TNAP inh no acc -57, RAM inhibit -0.1, PMI act satM6P 1, S1P3 antagonist 27, Hsp70 act 0.0, Redox H2O2 prof -0.3 and L major viab 100*.
For O=C(CC(NC(=O)OCc1ccccc1)C(=O)O)OCc1ccccc1 (stereo unspecified) the results were TNAP inh hiacc -6, PMI activator 1.1, HMGR II inh -5, TNAP inh no acc -10, RAM inhibit 0.4, PMI act satM6P 0.9, S1P3 antagonist 0, Hsp70 act -0.2, Redox H2O2 prof 8.6 and L major viab -5.
`Cc1cccc(-n2cc(-c3ccccc3)c3c(NN4CCOCC4)ncnc32)c1` gave TNAP inh hiacc -1, PMI activator 0.9, HMGR II inh -6, TNAP inh no acc -6, RAM inhibit -0.7, PMI act satM6P 1, S1P3 antagonist -2, Hsp70 act -0.3, Redox H2O2 prof -0.2 and L major viab 63*.
`COc1ccc(N=Cc2cc3c(cc2O)OC(N)=C(C#N)C3c2ccccc2)cc1` (stereo unspecified) gave TNAP inh hiacc 2, PMI activator 0.7, HMGR II inh 1, TNAP inh no acc -11, RAM inhibit 0.2, PMI act satM6P 0.5, S1P3 antagonist 2, Hsp70 act -0.3, Redox H2O2 prof 0.9 and L major viab 6.
Screening O=C(CCC(=O)c1cccs1)NC(c1ccccc1)c1ccccc1 returned TNAP inh hiacc 6, PMI activator 1, HMGR II inh -4, TNAP inh no acc -1, RAM inhibit 5.1, PMI act satM6P 1, Hsp70 act 0.2, Redox H2O2 prof 2.6 and L major viab 10.
For COc1cccc(NC(=O)CSc2nc3ccsc3c(=O)n2-c2ccc(C(=O)O)cc2)c1 the results were TNAP inh hiacc -2, PMI activator 1.2, HMGR II inh 5, TNAP inh no acc -10, RAM inhibit 4.3, PMI act satM6P 1.2, S1P3 antagonist -32, Hsp70 act -0.3, Redox H2O2 prof -0.5 and L major viab 0.
`CN(C(=O)/C=C/c1ccc2c(c1)OCO2)c1ccccc1` gave TNAP inh hiacc -2, PMI activator 1, HMGR II inh -4, TNAP inh no acc -6, RAM inhibit 0.4, PMI act satM6P 0.9, S1P3 antagonist -5, Hsp70 act 0.1, Redox H2O2 prof -0.7 and L major viab 3.
`Cc1cc(C)nc(NCC(O)CNc2ccccc2Cl)n1` (stereo unspecified) gave TNAP inh hiacc 4, PMI activator 1.2, HMGR II inh 2, TNAP inh no acc -1, RAM inhibit 1.4, PMI act satM6P 1.2, Hsp70 act -0.2, Redox H2O2 prof -0.3 and L major viab -4.
For Cn1cccc1-c1nc2ccc(NC(=O)c3ccco3)cc2[nH]1 the results were TNAP inh hiacc -4, PMI activator 1, HMGR II inh -4, TNAP inh no acc -10, RAM inhibit -0.4, PMI act satM6P 1, S1P3 antagonist 12, Hsp70 act 0.0, Redox H2O2 prof -0.1 and L major viab 3.
For CN1C(=O)C2(C(C#N)=C(N)Oc3n[nH]c(-c4ccc(Cl)cc4)c32)c2ccccc21 (stereo unspecified) the results were TNAP inh hiacc -6, PMI activator 0.8, HMGR II inh -2, TNAP inh no acc 0, RAM inhibit 3.8, PMI act satM6P 0.8, S1P3 antagonist -12, Hsp70 act -0.1, Redox H2O2 prof 2.7 and L major viab 3.
For CC(C)c1ccc(OCC(=O)Nc2ccc(OC(F)(F)F)cc2)cc1 the results were TNAP inh hiacc -4, PMI activator 0.8, HMGR II inh -2, TNAP inh no acc -4, RAM inhibit 2.9, PMI act satM6P 0.8, S1P3 antagonist 10, Hsp70 act -0.3, Redox H2O2 prof 0.6 and L major viab -4.
For COCCN1Cc2cccc(C(=O)NCc3ccc4c(c3)OCO4)c2C1=O the results were TNAP inh hiacc -6, PMI activator 0.9, HMGR II inh -8, TNAP inh no acc -11, RAM inhibit 1.1, PMI act satM6P 0.8, S1P3 antagonist -34, Hsp70 act 0.0, Redox H2O2 prof 0.1 and L major viab 2.
Cc1ccnc(NS(=O)(=O)c2ccc(NC(=O)c3cncc(Br)c3)cc2)n1 was read as TNAP inh hiacc 1, PMI activator 1, HMGR II inh -4, TNAP inh no acc 0, RAM inhibit 0.9, PMI act satM6P 1, S1P3 antagonist 6, Hsp70 act -0.2, Redox H2O2 prof -0.6 and L major viab -5.
CC1(C)Cc2ccccc2-c2nc3n(c(=O)c21)CCS3 was read as TNAP inh hiacc -5, PMI activator 1, HMGR II inh -3, TNAP inh no acc -8, RAM inhibit 1.8, PMI act satM6P 1, S1P3 antagonist 6, Hsp70 act -0.2, Redox H2O2 prof -0.5 and L major viab -1.
O=C(Nc1ccc2nc(-c3ccccn3)c(-c3ccccn3)nc2c1)N1CCOCC1 was read as TNAP inh hiacc -3, PMI activator 0.7, HMGR II inh -4, TNAP inh no acc -6, RAM inhibit 1.0, PMI act satM6P 0.4, S1P3 antagonist 13, Hsp70 act -0.1, Redox H2O2 prof -0.2 and L major viab -2.
`COc1ccc(C(=O)N(CN2CCCC2=O)c2cc(C)on2)cc1OC` gave TNAP inh hiacc -3, PMI activator 1, HMGR II inh -3, TNAP inh no acc 0, RAM inhibit 1.9, PMI act satM6P 1, S1P3 antagonist -24, Hsp70 act -0.4, Redox H2O2 prof -1.8 and L major viab -6.
COc1ccc(-c2cc(-c3cccs3)c(C#N)c(SCC(=O)NCc3ccco3)n2)cc1 was read as TNAP inh hiacc -7, PMI activator 1, HMGR II inh -1, TNAP inh no acc -10, RAM inhibit 5.9, PMI act satM6P 1, S1P3 antagonist 34, Hsp70 act 0.0, Redox H2O2 prof -3.1 and L major viab 3.
CC(C)c1nnc(NC(=O)C2CCCCC2)s1 was read as TNAP inh hiacc -3, PMI activator 1.1, HMGR II inh 0, TNAP inh no acc -6, RAM inhibit 0.5, PMI act satM6P 1, S1P3 antagonist 94*, Hsp70 act 0.1, Redox H2O2 prof -0.4 and L major viab 8.
`O=C1C(=O)N(Cc2cccc([N+](=O)[O-])c2)c2ccccc21` gave TNAP inh hiacc -4, PMI activator 1, HMGR II inh 0, TNAP inh no acc -4, RAM inhibit 1.9, PMI act satM6P 0.9, S1P3 antagonist -18, Hsp70 act -0.3, Redox H2O2 prof -0.6 and L major viab -12.
COc1ccc(C(=O)Nc2sc3c(c2C#N)CCN(C(C)=O)C3)cc1 was read as TNAP inh hiacc -5, PMI activator 0.9, HMGR II inh -6, TNAP inh no acc -12, RAM inhibit 0.5, PMI act satM6P 0.6, S1P3 antagonist 9, Hsp70 act 0.6, Redox H2O2 prof -0.2 and L major viab 3.
Screening Cc1ccc(C(=O)O/N=C(\c2ccccc2)c2cccnc2)cc1 returned TNAP inh hiacc 4, PMI activator 0.9, HMGR II inh 5, TNAP inh no acc -10, RAM inhibit 0.8, PMI act satM6P 1, S1P3 antagonist 15, Hsp70 act -0.2, Redox H2O2 prof -0.2 and L major viab -7.
For CN(C1CCCCC1)S(=O)(=O)Cc1ccccc1 the results were TNAP inh hiacc -6, PMI activator 1, HMGR II inh -2, TNAP inh no acc -21, RAM inhibit 0.5, PMI act satM6P 1, S1P3 antagonist -25, Hsp70 act 0.3, Redox H2O2 prof 0.8 and L major viab -5.
`COc1ccccc1N1CCN(CC(=O)Nc2ccc3c(c2)OCCO3)CC1` gave TNAP inh hiacc -1, PMI activator 1.2, HMGR II inh -5, TNAP inh no acc -3, RAM inhibit 1.7, PMI act satM6P 1.1, S1P3 antagonist 2, Hsp70 act -0.2, Redox H2O2 prof -1.1 and L major viab -1.
Screening COC(=O)C1=C(C)NC(=S)N(C(C)=O)C1c1ccccc1 (stereo unspecified) returned TNAP inh hiacc -5, PMI activator 1.1, HMGR II inh -1, TNAP inh no acc -12, RAM inhibit 4.6, PMI act satM6P 1.1, Hsp70 act 0.0, Redox H2O2 prof 1.0 and L major viab -1.
CCOC(=O)C1C(=O)NC(C)C1c1ccccc1 (stereo unspecified) was read as TNAP inh hiacc 0, PMI activator 1, HMGR II inh -3, TNAP inh no acc -66, RAM inhibit 0.3, PMI act satM6P 1, S1P3 antagonist -9, Hsp70 act -0.5, Redox H2O2 prof -1.4 and L major viab -1.
Cc1ccc(NC(=O)c2oc(=O)c3ccccc3c2-c2ccccc2)c(C)c1 was read as TNAP inh hiacc -3, PMI activator 0.9, HMGR II inh 0, TNAP inh no acc -4, RAM inhibit 3.7, PMI act satM6P 0.9, S1P3 antagonist 5, Hsp70 act -0.2, Redox H2O2 prof -0.2 and L major viab 56*.
Screening CC1CCN(C(=O)C2CC(c3ccc(F)cc3)=NO2)CC1 (stereo unspecified) returned TNAP inh hiacc -5, PMI activator 1.1, HMGR II inh 2, TNAP inh no acc -8, RAM inhibit -1.1, PMI act satM6P 1.1, S1P3 antagonist -5, Hsp70 act 0.1, Redox H2O2 prof 1.2 and L major viab -4.
`CC(C)(C)c1ccccc1OCCCCCn1ccnc1` gave TNAP inh hiacc -5, PMI activator 0.9, HMGR II inh -1, TNAP inh no acc -38, RAM inhibit 1.5, PMI act satM6P 0.9, S1P3 antagonist 2, Hsp70 act -0.2, Redox H2O2 prof -0.1 and L major viab 95*.
`COC(=O)c1c(C)nc2c(c(SC)nn2-c2ccccc2)c1N` gave TNAP inh hiacc -4, PMI activator 1, HMGR II inh -3, TNAP inh no acc -6, RAM inhibit 5.7, PMI act satM6P 1, Hsp70 act -0.1, Redox H2O2 prof 0.0 and L major viab 4.
COCCCNC(=O)CN(c1cc(OC)ccc1OC)S(=O)(=O)c1ccccc1 was read as TNAP inh hiacc -4, PMI activator 1, HMGR II inh -6, TNAP inh no acc -11, RAM inhibit 0.7, PMI act satM6P 1, S1P3 antagonist 1, Hsp70 act -0.5, Redox H2O2 prof -0.7 and L major viab -3.
`CCOC(=O)c1c(CN2CCN(CCO)CC2)n(C)c2cc(Br)c(OC)cc12` gave TNAP inh hiacc -1, PMI activator 1, HMGR II inh -8, TNAP inh no acc -8, RAM inhibit 0.3, PMI act satM6P 1, Hsp70 act 0.4, Redox H2O2 prof -0.6 and L major viab 54*.
Screening CC/C(O)=C1\C(=O)CCCC1=NCc1nc2ccccc2[nH]1 returned TNAP inh hiacc 1, PMI activator 1, HMGR II inh -3, TNAP inh no acc -8, RAM inhibit 1.6, PMI act satM6P 1.1, S1P3 antagonist 8, Hsp70 act 1.2, Redox H2O2 prof -0.5 and L major viab 3.
N#CCCn1nc(-c2ccccc2)cc1Nc1ccccc1NC(=O)c1cccs1 was read as TNAP inh hiacc -7, PMI activator 1, HMGR II inh -1, TNAP inh no acc -8, RAM inhibit 0.3, PMI act satM6P 1, Hsp70 act -0.3, Redox H2O2 prof -0.6 and L major viab 59*.
